High-throughput results: PubChem, several laboratories
hK5 inh: human KLK5 protease inhibitors, primary screen, biochemical, 1536-well; actives 0.59% (n = 210,000); inhibition, % at 5 µM; recombinant hK5, fluorogenic AMC substrate cleavage; Kallikrein-5 (Homo sapiens), Q9Y337;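 active means inhibition of 40% or more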;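 further: 0% = enzyme controls without compound and 100% = no-enzyme blanks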
Target sequence (Q9Y337 67-293 limits assumed): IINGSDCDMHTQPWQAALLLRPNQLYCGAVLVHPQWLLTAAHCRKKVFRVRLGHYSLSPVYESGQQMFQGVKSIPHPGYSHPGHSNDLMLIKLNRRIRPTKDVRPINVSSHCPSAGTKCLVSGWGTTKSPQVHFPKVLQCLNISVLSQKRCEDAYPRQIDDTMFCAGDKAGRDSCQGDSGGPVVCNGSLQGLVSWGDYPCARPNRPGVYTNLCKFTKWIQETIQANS
FXIa inh: human FXIa protease inhibitors, primary screen, biochemical, 1536-well. actives 0.14% (n = 220,000). purified FXIa, Boc-Glu-Ala-Arg-AMC fluorogenic substrate. Coagulation factor XI (Homo sapiens), P03951. inhibition, % at 5 µM;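 active means inhibition of at least 40%; inactive means inhibition below 40%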;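 further: fluorescence of freed AMC excited at 355 nm; 0% = enzyme without compound and 100% = no enzyme blank; many of its hits are not listed in these tables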
PERK inh: block of dimerizer-induced PERK translation repression, primary screen, PERK inhibitor project, CHO PERK-DD cells, SEAP luminescence, HTS. CHO PERK-DD fusion, SEAP luminescence translation reporter. inhibition, % at 5.6 µM. actives 0.17% (n = 220,000);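 active means inhibition above the mean inhibition of all tested compounds plus 3 SD, set separately per screening campaign, cut at about 2.9% in these data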;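 further: PERK kinase domain activated by AP20187 dimerizer at 100 nM; 0% = DMSO with dimerizer and 100% = rapamycin at 8.4 µM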
m-calpain inh: inhibitors of pig calpain II, primary screen, biochemical, fluorogenic peptide substrate, 1536-well | inhibition, % at 16 µM | AID 1236, 2008 | actives 0.37% (n = 220,000) | purified calpain II, 30 min;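 active means inhibition above about 50%, limit read from the data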
thrombin 1536: human alpha-thrombin inhibitors, primary screen, counter-screen for coagulation protease inhibitor project, biochemical, 1536-well, fluorogenic AMC substrate | Boc-VPR-AMC fluorogenic substrate cleavage | actives 0.26% (n = 220,000) | Prothrombin (Homo sapiens), P00734 | inhibition, % at 5 µM;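 active means inhibition at or above 40%; inactive means inhibition below 40%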;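 further: 0% = enzyme with no compound and 100% = wells without enzyme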
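Assay system: human alpha-thrombin enzyme. Reagent: Boc-VPR-AMC substrate, 15 µM final. Compound dosing: one concentration per compound, 5 µM, with 0.2% DMSO. Incubation: room-temperature reaction. Technique: AMC fluorescence, 355/460 nm. Measure: % inhibition relative to enzyme controls and enzyme-free blanks.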
Rad51 HR inh: human RAD51 strand exchange inhibitors, primary screen, biochemical, fluorescence; inhibition, % at 10 µM; DNA repair protein RAD51 homolog 1 (Homo sapiens), Q06609; hRad51 DNA strand exchange, fluorescence dequenching; actives 0.085% (n = 200,000);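 active means inhibition above 40% at the single screening dose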;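 further: 0% = DMSO control wells and 100% = blanks with heterologous ssDNA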
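Test system: preformed human Rad51 ssDNA filaments; also added: Donor/quencher-labelled 47-bp dsDNA substrate; doses: 10 µM final, single point; times: 37 °C 15-min filament assembly, 30-min compound preincubation, 15-min exchange; detection: FRET fluorescence dequenching, excitation 485 nm, emission 520 nm; read-out basis: Fluorescence-based percent inhibition, control- and blank-normalised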
Furin inh: human furin inhibitors, primary screen, biochemical, fluorescence intensity; P09958; purified furin, fluorogenic substrate cleavage; inhibition, % at 30 µM; actives 0.061% (n = 220,000); AID 463115, 2010; in the data active means inhibition above about 25%; further: inactives centre near -15
KCC2 mod: KCC2 cotransporter modulators, thallium flux, primary screen, cell-based, HEK293 KCC2, FluoZin-2 fluorescence, MLSMR; B-score of Tl+ flux slope (higher = more flux/activation; lower = inhibition) at 10 µM; Solute carrier family 12 member 5 (Homo sapiens), Q9H2X9; KCC2 cells, thallium flux FluoZin-2 fluorescence; actives 2.2% (n = 190,000);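 active means thallium flux slope and its plate-corrected score both differing from the plate sample mean at a set confidence after two filtering rounds, in either direction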;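 further: slope of fluorescence scaled to starting intensity during 10 to 20 s after thallium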
FXIIa inh 1536: human FXIIa protease inhibitors, primary screen, biochemical, 1536-well; actives 0.3% (n = 220,000); AID 800, 2007; purified FXIIa, Boc-QGR-AMC fluorogenic substrate, 2 h; Coagulation factor XII (Homo sapiens), P00748; inhibition, % at 5 µM; in the data active means inhibition above about 40%;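 further: 0% = enzyme with no compound and 100% = blank without enzyme; many of its hits are not listed in these tables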
Target sequence (P00748 20-372 limits assumed): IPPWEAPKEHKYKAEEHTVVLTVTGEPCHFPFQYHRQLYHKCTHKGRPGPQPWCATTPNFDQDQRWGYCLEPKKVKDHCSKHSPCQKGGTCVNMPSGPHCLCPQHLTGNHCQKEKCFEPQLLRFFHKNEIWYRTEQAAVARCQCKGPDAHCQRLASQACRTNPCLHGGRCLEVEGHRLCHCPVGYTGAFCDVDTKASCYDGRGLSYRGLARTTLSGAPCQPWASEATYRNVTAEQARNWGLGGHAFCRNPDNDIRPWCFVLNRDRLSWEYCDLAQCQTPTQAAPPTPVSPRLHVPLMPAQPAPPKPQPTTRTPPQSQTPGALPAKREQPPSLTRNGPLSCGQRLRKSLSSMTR
Target sequence (P00748 373-615 limits assumed): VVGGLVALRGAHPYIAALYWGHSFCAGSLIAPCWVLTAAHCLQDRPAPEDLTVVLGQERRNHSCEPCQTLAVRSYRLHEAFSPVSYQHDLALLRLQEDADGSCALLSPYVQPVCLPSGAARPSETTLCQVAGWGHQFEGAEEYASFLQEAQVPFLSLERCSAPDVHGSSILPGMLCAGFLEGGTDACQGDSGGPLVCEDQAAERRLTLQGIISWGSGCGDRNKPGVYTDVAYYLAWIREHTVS
* hit, by the source's call; x = not tested or not shown; & = joins results of further samples; [ ] = another dose, or the depositor's remark. Only part of the results is shown; rates above refer to the full screens.

Start of the data: the first 3 entries, ahead of the listing:
SMILES	hK5 inh	FXIa inh	PERK inh	m-calpain inh	thrombin 1536	Rad51 HR inh	Furin inh	KCC2 mod	FXIIa inh 1536
COc1ccc(C(=O)/C=C(\C)Nc2ccc(NC(C)=O)cc2)cc1	-2	3	2.3	13	6	7	-28[20 µM]	x	18
CCc1nn(CC(=O)NCCCN(Cc2ccccc2)C(C)C)c(=O)c2cc3sccc3n12	-10	5	-1.3	4	2	-7	-20	-0.54	16
CCCn1c(CCC(=O)O)ccc1-c1ccc(F)cc1	-1	5	0.6	-60	-2	1	-28[20 µM]	1.7	10

The listing, previewed entries included:
SMILES	hK5 inh	FXIa inh	PERK inh	m-calpain inh	thrombin 1536	Rad51 HR inh	Furin inh	KCC2 mod	FXIIa inh 1536
COc1ccc(C(=O)/C=C(\C)Nc2ccc(NC(C)=O)cc2)cc1	-2	3	2.3	13	6	7	-28[20 µM]	x	18
CCc1nn(CC(=O)NCCCN(Cc2ccccc2)C(C)C)c(=O)c2cc3sccc3n12	-10	5	-1.3	4	2	-7	-20	-0.54	16
CCCn1c(CCC(=O)O)ccc1-c1ccc(F)cc1	-1	5	0.6	-60	-2	1	-28[20 µM]	1.7	10
CSc1cccc(NC(=O)C2(S(=O)(=O)c3ccc(C)cc3)CC2)c1	5	1	0.3	-1	-1	3	-5	-0.014	10
CC(C)CNC(=S)NNC(=O)c1ccco1	-5	-2	0.8	10	-2	1	-26[20 µM]	0.45	7
CCCc1cc2c(cc1NC(=O)c1ccccc1Cl)OCO2	-1	-4	0.7	-7	-1	7	1[20 µM]	1.3	11
O=C(/C=C\c1cn(-c2ccccc2)nc1-c1ccc2c(c1)OCCO2)N1CCOCC1	0	-1	-0.1	-39	-8	-1	-17	-0.43	3
CC(=O)Nc1ccc(Cl)c(C(N)=O)c1	-11	-17	-0.4	24	29	-3	-10[20 µM]	0.75	1
NNc1nccc(Nc2ccccc2C(=O)O)n1	-28	-5	0.2	-20	-7	4	-8	0.88	1
Cc1ccccc1S(=O)(=O)Nc1ncc(C(F)(F)F)cc1Cl	-5	-8	-0.6	-19	-10	2	-18	-0.5	x
CCCc1ccc(OCC(=O)O)cc1	-24	-3	1.4	3	0	5	-21	x	11
CC(C)(C)OC(=O)N1CCC[C@H]1c1nnc(SCc2ccccc2Cl)o1	1	4	-1.0	20	8	10	-15	-0.74	15
CC1CCN(CC(=O)Nc2ccccc2-c2ccccc2)CC1	-2	10	0.1	0	2	3	-28[20 µM]	0.13	16
Cc1nc(NC(=O)c2ccc(Cl)cc2)sc1Cc1ccc2c(c1)OCO2	-13	6	0.7	-371	-10	3	-18	-0.37	6
Cc1ccc(N2CCN(C(=O)N3CCOCC3)CC2)cc1C	9	-6	-0.3	16	1	-9	-23	0.24	4
O=C(CN1CCOCC1)Nc1ccccc1C(=O)O	18	3	1.2	-5	2	4	-18[20 µM]	-0.067	17
c1coc(CNC2CCCCCCC2)c1	9	-9	0.6	1	-2	-3	-18	0.86	4
NC(=O)c1nc(C2CCCCC2)nc2c1[nH]c(=O)n2-c1ccc(F)cc1	-5	8	1.4	-46	-4	x	-12	0.057	15
CCc1nc(SCC(=O)Nc2ccc(C(=O)O)cc2)n[nH]1	-11	5	1.1	-1	-5	5	-16	0.076	15
COC(c1ccccc1)c1nnc(CCC(=O)NCc2ccc3ncccc3c2)o1 (stereo not drawn)	2	-1	0.4	-21	-5	-1	-31	0.79	10
COc1ccccc1N1CCN(CC(=O)c2ccc3ccn(C(C)=O)c3c2)CC1	-10	3	1.1	-68	-2	0	-27	x	13
Cc1onc(-c2c(F)cccc2Cl)c1C(=O)c1ccccc1	-6	-5	0.4	-7	-7	7	-3	x	1
COC(=O)Cn1cc(C(=O)OC)cc(Br)c1=O	1	6	0.4	5	4	-3	-16	x	16
CCc1ccccc1N(C(=O)c1cccs1)C1C=CS(=O)(=O)C1 (stereo not drawn)	-5	-5	0.0	-26	3	1	-23	0.08	6
CCC(=O)N/C(N)=N/c1nc(C)c2cc(C)c(C)cc2n1	-3	3	0.3	4	12	-19	-6	-0.32	7
COc1cccc(C(=O)Nc2ccccc2OC(F)(F)F)c1	1	-5	-0.7	26	-17	-2	-2	-0.087	4
CCOC(=O)C1CCN(CCC(=O)Nc2cccc(Cl)c2C)CC1	5	5	0.3	-14	2	1	-15	x	15
O=[N+]([O-])c1cccc(-c2ccc(C(=S)N3CCOCC3)o2)c1	6	-4	0.5	13	-6	-1	-8	x	3
COc1ccc2nc(NC(=O)CSc3nnc(C)n3N)sc2c1	-6	-9	4.7*	10	-1	9	-6	-0.39	3
CC(=O)Nc1ccc(NC(=O)CN(C)S(=O)(=O)c2ccc3nc(C)sc3c2)cc1	-2	1	0.4	-3	-3	-8	-35	-0.17	-1
CCC(=O)Nc1ccccc1C(=O)N1CCOCC1	-11	18	-0.7	3	-2	0	-4	-0.11	11
COc1ccc(N(C(=O)c2ccco2)C(C(=O)NC2CCCC2)c2cccs2)cc1 (stereo not drawn)	8	3	0.1	-7	-2	3	-16	-2.2	15
Brc1ccc(OCc2ccccc2)c(CNCC2CCCO2)c1 (stereo not drawn)	-27	-4	0.9	-16	-2	4	-15	0.025	-5
COc1ccc(NC(=O)c2cc3c(Cl)nc4ccccc4c3s2)cc1OC	-10	1	0.8	-72	-4	7	-29	-0.72	3
COc1ccc(N2CC(C(=O)Nc3ccc(S(=O)(=O)N4CCOCC4)cc3)CC2=O)cc1 (stereo not drawn)	-5	-4	0.0	26	-2	6	-8	1.6	0
O=C(COc1ccc(S(=O)(=O)NC2CCCCC2)cc1Cl)Nc1ccc2c(c1)OCO2	10	5	-0.1	13	0	4	-9[20 µM]	x	15
Cc1cc(C)nc(-n2nc(C)c(C3(O)C(=O)Nc4ccccc43)c2N)n1 (stereo not drawn)	-29	-12	0.1	-11	-2	-4	-21	0.64	8
CC(=O)NC(=S)Nc1ccc(NC(=S)NC(=O)c2ccc([N+](=O)[O-])cc2)cc1	2	-1	-0.3	11	0	0	-5	0.48	5
Cc1c(C(=O)NCc2ccco2)sc2nc(-c3ccccc3)cn12	-11	-4	-0.9	20	-7	1	-5	-0.61	9
CCOc1ccccc1CNC(=O)CCNC(=O)Cn1ccc2ccccc2c1=O	-7	1	0.0	-37	4	7	-17[20 µM]	x	23
COc1ccccc1C(=O)Oc1ccc(C(C)(C)C)cc1	-5	-6	0.9	19	0	-2	-9[20 µM]	0.55	2
O=C(CN1CCN(C(c2ccccc2)c2ccccc2)CC1)Nc1ccc(N2CCOCC2)cc1	3	1	0.6	10	4	1	-10	0.11	11
COc1ccc(Cl)cc1Nc1nc(N)nc(C(F)(F)F)n1	10	-7	0.4	-19	-5	0	-9[20 µM]	x	1
O=C(O)c1ccc(S(=O)(=O)N2CCCCCC2)cc1	-8	4	1.2	-12	-4	0	-8[20 µM]	0.57	19
O=C(CNCCO)NC12CC3CC(CC(C3)C1)C2	-7	4	0.8	3	-7	1	-29	0.33	7
CCc1ccc(C(=O)NC2CCCCC2)s1	-10	-2	-0.7	9	1	-6	-22	-0.38	7
Cn1c(O)c(N=NC(=N)N)c2ccccc21	2	6	-0.4	21	1	12	-4	-0.01	10
Cc1sc(NC(=O)c2cc3ccccc3oc2=O)c(C(=O)OC(C)C)c1-c1ccccc1	-16	-3	0.0	25	-1	-2	-21[20 µM]	x	5
Cc1cc(=O)[nH]c(SCCCOc2ccc(F)cc2)n1	-1	-1	-0.2	-26	4	-1	-17[20 µM]	-0.48	12
C/C(CC(=O)Nc1cccnc1)=N\NC(=O)C(=O)NC(C)C	2	1	0.9	11	-3	12	-22	0.81	0
Cc1cccn2c(=O)c(/C=C(\C#N)S(=O)(=O)c3ccccc3)c(Oc3ccc(Cl)cc3)nc12	-6	7	0.4	-29	-3	10	-20	0.18	9
O=C(O)c1cccnc1SC1CC(=O)N(c2ccc(OC(F)F)cc2)C1=O (stereo not drawn)	2	1	0.5	19	2	16	-10	1.2	10
COc1ccc(CCN(C)C(=O)CSc2ncnc3sccc23)cc1OC	-5	-5	0.0	9	-15	-24	5	0.02	4
COc1ccccc1CCNC(=O)CSc1nnc2ccc(-c3cccnc3)nn12	-4	-3	0.6	11	-7	5	-10	-1.1	4
CCOC(=O)N1CCC(NC(=O)CCN2C(=O)C3C4C=CC(C4)C3C2=O)CC1 (stereo not drawn)	16	4	0.3	-1	6	0	-25	0.78	12
CCSCc1nnc(SCC(=O)Nc2cccc(SC)c2)n1C	-18	4	1.9	40	3	-7	-17[20 µM]	0.14	10
COc1ccc(C2Nc3ccccc3C(=O)N2Cc2ccco2)cc1CN1C(=O)c2ccccc2C1=O (stereo not drawn)	-21&2	-5&-2	-0.4&-0.7	-301&-118	-3&1	3&9	-18&-16	0.0052	-4&14
CC(C)(C)N=C1C([N+](=O)[O-])=CC=C2C1=NC1(CCCCC1)N2O	-1	9	-0.7	-2	3	x	-17	-0.25	13
OCCN1CCN(C(=S)c2ccc(Cl)c(Cl)c2)CC1	-1	3	0.5	-11	-5	-3	-20[20 µM]	0.43	9
O=C1NCCCC1C(=O)N1CCN(C(c2ccccc2)c2ccccc2)CC1 (stereo not drawn)	-5	5	0.6	-12	-4	6	-19	0.83	8
The list continues.
SMILES	hK5 inh	FXIa inh	PERK inh	m-calpain inh	thrombin 1536	Rad51 HR inh	Furin inh	KCC2 mod	FXIIa inh 1536
O=C(Cc1ccc(Cl)cc1)Nc1ccc(CN2CCCCC2)cc1	-6	0	-0.8	-19	2	29	-18	0.25	7
c1ccc2c(-c3c[nH]c4ccccc34)c3ccccc3nc2c1	-34	-11	-0.3	-12	0	x	-8[20 µM]	-0.075	15
COC(=O)c1ccc(Nc2c([N+](=O)[O-])c(=O)oc3ccccc23)cc1	7	2	0.9	0	0	13	-27	-4.5*	15
COc1ccc(/C(O)=C2\C(=O)C(=O)N(CCN3CCOCC3)C2c2ccccc2OC)cc1 (stereo not drawn)	10	7	0.4	7	-3	-3	-3	-0.98	6
O=C(NCC1CCCO1)c1c(O)c2cccc3c2n(c1=O)CC3 (stereo not drawn)	17	-12	-1.1	-13	-4	4	-9	x	-3
COC(=O)N=Nc1c(O)n(Cc2ccccc2)c2ccccc12	4	-4	-0.5	18	-4	x	-2	0.37	8
Cc1c(C(=O)c2ccc(F)cc2)c2ccccn2c1CCc1ccccn1	0	0	0.6	2	-4	15	-22	-1.3	6
O=C(CN1C(=O)CCC1=O)Nc1nc(-c2ccc(Oc3ccccc3)cc2)cs1	9	-1	0.0	-34	-4	5	-17	-0.53	2
COc1ccc(-c2csc(NC(=O)c3ccc(N4C(=O)CCC4=O)cc3)n2)cc1	-2	2	1.3	-24	5	34	-14	-0.006	10
